PLK1 PBD inh: blocks phosphopeptide binding to human PLK1 polo-box domain | P53350 | Plk1 PBD binding of FITC phosphopeptide, fluorescence polarization | Potency, µM, without a hit: max response, negative = inhibition, usual class: inhibitors | 360,000 compounds, 2.8% hits | AID 720504; also: potency is read from the fitted curve at half-maximal effect; series mostly up to about 57 µM; % is scaled to controls: 0 for no effect and ±100 for the full control effect; nearly all actives have a fitted effect of over 65% in size
Target sequence (P53350 whole entry, looked up, the tested form may be a part): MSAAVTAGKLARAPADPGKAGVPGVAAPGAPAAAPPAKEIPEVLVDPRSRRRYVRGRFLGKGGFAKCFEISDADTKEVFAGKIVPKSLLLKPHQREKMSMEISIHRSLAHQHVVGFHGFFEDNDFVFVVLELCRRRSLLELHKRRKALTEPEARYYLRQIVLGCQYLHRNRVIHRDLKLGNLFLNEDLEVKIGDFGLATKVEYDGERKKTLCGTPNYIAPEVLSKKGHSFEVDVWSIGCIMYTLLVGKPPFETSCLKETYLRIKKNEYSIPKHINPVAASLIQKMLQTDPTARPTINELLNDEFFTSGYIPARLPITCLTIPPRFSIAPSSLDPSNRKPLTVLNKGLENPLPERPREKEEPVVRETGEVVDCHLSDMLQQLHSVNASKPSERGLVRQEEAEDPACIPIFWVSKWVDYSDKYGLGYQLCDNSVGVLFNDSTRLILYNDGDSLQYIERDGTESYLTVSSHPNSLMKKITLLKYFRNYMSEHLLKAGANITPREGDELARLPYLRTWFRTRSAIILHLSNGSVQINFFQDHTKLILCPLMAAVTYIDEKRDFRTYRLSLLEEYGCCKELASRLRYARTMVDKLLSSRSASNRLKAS
PI5P4Ka inh: blocks human PI5P4K alpha kinase activity. max response, %. PI5P4Kalpha enzyme, ADP-Glo luminescence, 60 min; active compounds read low. 330,000 compounds, 1.2% hits. P48426; active = max response of -50% or lower; inconclusive = between -30% and -50%; inactive = -30% or higher; also: value at the top dose of about 77 µM; % is scaled to controls: 0 for no effect and ±100 for the full control effect
Target sequence (P48426 whole entry, looked up): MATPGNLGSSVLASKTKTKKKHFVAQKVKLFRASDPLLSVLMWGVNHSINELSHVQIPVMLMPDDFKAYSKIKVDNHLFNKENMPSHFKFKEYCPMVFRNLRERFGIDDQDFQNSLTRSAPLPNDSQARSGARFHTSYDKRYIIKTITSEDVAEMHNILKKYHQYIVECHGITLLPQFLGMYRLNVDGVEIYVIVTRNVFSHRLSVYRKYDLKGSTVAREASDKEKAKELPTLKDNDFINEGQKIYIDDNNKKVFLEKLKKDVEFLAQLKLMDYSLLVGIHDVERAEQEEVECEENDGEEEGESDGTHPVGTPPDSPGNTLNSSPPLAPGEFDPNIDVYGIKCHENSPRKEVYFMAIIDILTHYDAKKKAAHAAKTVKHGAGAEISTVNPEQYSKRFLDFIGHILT
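Human PI5P4Kalpha with substrate in 0.038 M HEPES pH 7.4, 0.28 mM EGTA, 0.1% CHAPS, 5% DMSO; reaction started with 5 microM ATP (final), 60 min at room temperature. ADP formed read by ADP-Glo luminescence.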
IL2 activator: IL-2 activation; IL-2 activation reporter assay, cell-based qHTS; stimulated with anti-CD3/CD4/CD28 beads; in transgenic mouse T cells; activation, % (series mostly up to about 46 µM); 360,000 compounds, 0.065% hits; AID 652025; in the data active = activation above about 50%; inconclusive = mostly about 30% to 49%; also: 0% is about no effect
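Unstimulated transgenic mouse T cells; 60-min compound exposure; bead-based TCR/CD4/CD28 stimulation; 18 h culture, 37 degrees C; dual fluorescence (EGFP, DsRed) plate cytometry.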
aSyn rescue: alpha-synuclein toxicity inhibition in yeast; Yeast expressing alpha-synuclein, growth rescue, BacTiter-Glo, 24 h; Potency, µM (series often up to 46.1 µM), without a hit: at the top dose growth rescue (activation), usual class: activators; 370,000 compounds, 0.14% hits; AID 652106; also: potency is read from the fitted curve at half-maximal effect; % of control where 0% means no effect; nearly all actives have a fitted effect of over 65% in size
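Galactose-induced alpha-syn yeast (OD600=0.02, raffinose-pregrown) + pinned cpd, 24 hr, 30 deg C; growth by BacTiter-Glo luminescence. Growth restoration scores as activation.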
WRN inhibitor: blocks human WRN helicase; WRN helicase unwinding, fluorescent forked duplex, kinetic; AID 651768; Potency, µM (series often up to 114 µM), inactives show top-dose activity change, negative = inhibition, actives largely listed as inhibitors; Q14191; 360,000 compounds, 0.46% hits; also: potency is read from the fitted curve at half-maximal effect; % is scaled to controls: 0 for no effect and ±100 for the full control effect; nearly all actives have a fitted effect of over 55% in size
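Enzyme (20 nM final) and test compound sit together 15 min at room temperature before substrate addition. Substrate is a single-forked duplex oligonucleotide (100 nM) labelled with fluorophore and quencher, with 2 mM ATP; helicase unwinding raises red fluorescence, read kinetically.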
Abeta rescue: restores growth of yeast expressing A-beta42 peptide | yeast expressing A-beta42, growth rescue, OD600, 48 h; response scale: 0% DMSO, 100% iron-clioquinol control | 410,000 compounds, 0.063% hits | Potency, µM (highest dose often 46.1 µM), for inactives: at the top dose growth rescue, actives largely listed as activators; also: potency is read from the fitted curve at half-maximal effect; nearly all actives have a fitted effect of over 55% in size
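Growth rescue measured by 600 nm absorbance after 48 h yeast culture at 30 C with compound. Values normalized between DMSO and an equimolar ferric chloride plus clioquinol control.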
EPAC1 agonist: EPAC1 (human) agonism | AID 720707 | Potency, µM (titrated, usually from 154 µM), for inactives: top-dose activation, usual class: activators | EPAC1 agonist qHTS, biochemical assay; response scale: 100% = response to 6.5 mM cAMP | O95398 | 360,000 compounds, 0.073% hits; also: potency is read from the fitted curve at half-maximal effect; nearly all actives have a fitted effect of over 60% in size
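Compounds were pinned as a concentration titration into mixtures of EPAC1 (100 nM), BODIPY-GDP-loaded Rap1B (250 nM) and GDP (50 uM). After 5 min at room temperature, fluorescence was followed for 30 min; activity was scaled to 6.5 mM cAMP.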
EPAC1 antag: EPAC1 (human) antagonism | O95398 | EPAC1 GEF assay, Rap1b-BODIPY-GDP exchange fluorescence | Potency, µM (doses to about 115 µM), for the others: at the top dose activity change, negative = inhibition, usual class: inhibitors | 360,000 compounds, 0.14% hits;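 also: potency is read from the fitted curve at half-maximal effect; plate controls were vehicle for no effect and positive control for full effect; nearly all actives have a fitted effect of over 50% in size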
FUS suppressor: rescues growth of FUS-expressing yeast. S. cerevisiae FUS-expressing, growth rescue, OD600, 24 h. Potency, µM (doses to about 76.6 µM), inactives show at the top dose growth rescue (activation), usual class: activators. 390,000 compounds, 0.24% hits. AID 1347120;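 also: potency is read from the fitted curve at half-maximal effect; plate controls were DMSO vehicle for no effect and reference control for full effect; nearly all actives have a fitted effect of over 55% in size; some results filed as inactive show a strong effect at the top dose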
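Compound concentration series was pinned onto galactose-induced FUS-expressing yeast seeded at OD 0.005. Plates sat 24hr at 30C; absorbance at 600 nm gave growth. DMSO served as background control.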
Active calls of the source: *; ? = inconclusive; nt = no result given; [ ] = dose if it differs, or a comment. Unless noted, calls follow the shape of the dose curve; as a rule, active = well fitted curve in the direction sought with a large enough effect; inconclusive = small, poorly fitted or top-dose-only effect, or another doubt; inactive = no such curve, though single readings can be large; an effect the other way counts as inactive or inconclusive.

SMILES | PLK1 PBD inh | PI5P4Ka inh | IL2 activator | aSyn rescue | WRN inhibitor | Abeta rescue | EPAC1 agonist | EPAC1 antag | FUS suppressor
C/C(=N/NS(=O)(=O)c1cccc([N+](=O)[O-])c1)c1c[nH]c2ccccc12 | -21% | -10 | 0.9 | 1% | -5% | 6% | 10% | -1% | 4%
CS(=O)(=O)c1ccc2nnn(OCC(=O)Nc3cccc(C#N)c3)c2c1 | 2% | 3 | 0.5 | -8% | 1% | 2% | -6% | 4% | -20%
Cc1cc(NC(=O)c2cncc(Br)c2)ccc1NC(=O)c1cc2ccccc2o1 | -1% | 1 | 0.8 | 3% | -11%[11.6 µM] | 34% | -3% | -6% | 39%
O=C(CCC(=O)c1ccc(F)cc1)Nc1ccccc1Cl | 27µM* | -4 | -1.3 | 0% | 2% | 0% | 0% | -4% | -7%
CCOc1ccc(/C=C2\SC(=S)N(Nc3ccccc3)C2=O)cc1OC | -11% | 9 | -1.1 | -10% | -2% | -4% | 2% | 3% | -14%
COc1cc(CNc2ccc(O)cc2)cc(Br)c1OCc1ccccc1 | -3% | -7 | -3.1 | 0% | -20%[11.6 µM] | 0% | 17% | 40µM* | -3%
Fc1cccc(CCN2CCNC[C@@H]2c2ccccc2)c1 | -6% | 6 | 1.0 | 1% | -10% | 2% | 10% | -6% | -16%
OC(CNCCc1ccc(Cl)cc1Cl)COc1ccccc1 (stereo not given) | -4% | 14 | -0.2 | 0% | 5% | -9% | -2% | -10% | 2%
CCC(C)(C)n1nnnc1CN1CCN(c2nc3ccc(C)cc3cc2C#N)CC1 | -4% | nt | -2.2 | 2% | 4% | -33% | 13% | 7% | 38%
CCOC(=O)c1cn2nc(Oc3ccccc3)ccc2n1 | 6% | 7 | 0.8 | -7% | 5% | 23% | 0% | -13% | 0%
Cc1ccc(S(=O)(=O)c2c(N)n(CCN3CCOCC3)c3nc4ccccc4nc23)cc1C | -10% | 0 | 0.7 | 1% | 3% | 4% | 8% | -10% | 10%
O=c1[nH][nH]cc1C=Nc1ccccc1O | 1% | 0 | -4.0 | 1% | -7% | -15% | -3% | 13% | 5%
Cc1ccc(CCNC(=O)c2cc(S(=O)(=O)N3CCCCC3)c[nH]2)cc1 | 2% | -3 | -1.0 | 9% | 2% | 10% | -16% | -5% | -6%
O=c1cnnc(Nc2ccccc2F)[nH]1 | -11% | 1 | -0.6 | -3% | 5% | 4% | 12% | 0% | 2%
CCc1cccc(NC(=O)COC(=O)C2CCN(c3ccc(C(F)(F)F)cn3)CC2)c1 | 2% | 39 | -0.6 | 5% | -10% | ? | -6% | -12% | 25%
c1ccc(CN2CCC(=NNc3nc4ccccc4[nH]3)CC2)cc1 | -8% | 7 | 1.1 | -5% | -4% | -20% | -3% | -17% | 23%
CCOC(=O)C1=C(COC(=O)CCCOc2ccccc2)NC(=O)NC1C (stereo not given) | -4% | 3 | 0.2 | 3% | -19% | -11% | -3% | -7% | 13%
COc1ccc(CNC(N)=O)cc1OC | -3% | 1 | 1.5 | -1% | 1% | 7% | 3% | 0% | -20%
COc1ccc(OC)c(S(=O)(=O)N2CCN(C(=O)c3ccco3)CC2)c1 | -15% | -1 | -1.8 | 0% | 0% | 10% | -2% | -15% | -4%
O=C(COC(=O)/C=C/c1ccc([N+](=O)[O-])cc1)NCc1ccc2c(c1)OCO2 | -6% | -13 | 0.0 | -7% | -2% | -6% | -6% | -5% | 1%
COc1ccc(S(=O)(=O)NNC(=O)C2CC(c3cccnc3)=NO2)cc1 (stereo not given) | -2% | -2 | 0.8 | -1% | 0% | 14% | -1% | -12% | -5%
CC(Oc1ccc2ccc(=O)oc2c1)C(=O)NCCCn1ccnc1 (stereo not given) | -3% | 0 | -0.9 | -10% | 6% | 1% | 4% | ? | -11%
O=C(Nc1ccc(Cl)cc1)Nc1ccc(Oc2cccnc2)nc1 | 5% | 1 | -3.7 | -3% | -11% | 3% | -2% | ? | 0%
COc1ccc(NC(=O)c2oc3ccccc3c2CSC)cc1S(=O)(=O)N1CCOCC1 | -6% | -3 | 1.0 | -11% | 17% | 3% | 6% | 18% | -17%
O=Cc1ccccc1Oc1ccccc1 | -7% | 2 | 0.7 | 0% | 2% | -3% | 0% | 8% | -26%
Cc1cc(NC(=O)Nc2cc(F)ccc2C)n(C)n1 | -4% | 1 | -3.6 | -4% | 3% | -5% | 2% | -7% | 3%
CCN(CC(=O)Nc1ccc2c(c1)OCCO2)C(=O)CC(NC(C)=O)c1ccccc1 (stereo not given) | -6% | 1 | -1.6 | -8% | -3% | 5% | -1% | -9% | 3%
Cc1ccc(C(=O)Nc2ccc(Cl)cn2)cc1 | 3% | nt | -1.8 | -20% | 3% | -22% | -2% | -3% | 3%
COc1cc(/C=N/Nc2nc(C)cc(=O)[nH]2)ccc1O | 4% | -1 | -1.8 | 0% | -3%[57.1 µM] | 7% | -5% | 20% | 16%
Cc1cccc(Cn2cc(/C=C/[N+](=O)[O-])c3ccccc32)c1 | -26% | nt | -1.7 | -16% | -20% | -23% | 15% | 16% | 6%
C[C@H](NC(=O)c1ncn2c1C(=O)N[C@@H](C)C2)c1ccccc1 | -16% | 2 | -0.7 | ? | 3% | 1% | -9% | -16% | 9%
CC(C)CC(=O)Nc1cccc(NC(=O)c2ccccc2Cl)c1 | -4% | 5 | 1.0 | -3% | ? | -3% | 12% | -19% | 28%
COc1ccc(Cc2nn3c(-c4ccccc4Br)nnc3s2)cc1 | -3% | nt | -4.2 | 18% | -15%[57.1 µM] | -13% | 20% | -8% | 11%
OCC[C@H]1C[C@@H](O)[C@H](O)[C@]2(CCc3ccccc3O2)O1 | 1% | -3 | -0.4 | 2% | -1% | -3% | -27% | -18% | -28%
Cc1cc(C)nc(Nc2n[nH]c(-c3cccc4ccccc34)n2)n1 | -10% | -2 | -1.7 | -3% | -12% | 2% | 22% | -7% | -14%
CSc1ccc(Cl)c(C(=O)NCCOc2ccccc2)c1 | -15% | 6 | 0.2 | -1% | -6% | -3% | 14% | -6% | 27%
COC(=O)C1CSC(C)(C)C(=O)N1 (stereo not given) | -3% | 1 | 0.1 | ? | 5% | -13% | -7% | 4% | -33%
CCOC(=O)C1CCCN(S(=O)(=O)CCNC(=O)c2cccc(OC)c2)C1 (stereo not given) | -3% | 9 | -0.4 | -5% | -13% | -11% | -4% | -11% | -4%
CCC(CO)NCc1ccc(-c2ccccc2)cc1 (stereo not given) | 0% | 2 | 0.4 | 6% | -5% | -7% | 3% | -13% | nt
O=c1[nH]c(SCc2ccc(Cl)cc2)nc2ccsc12 | -14% | 0 | 0.7 | -3% | -9% | -3% | -4% | -5% | 14%
COc1ccc(/C=N/NC(=O)c2cccnc2)cc1CN1CCc2cc(OC)c(OC)cc2C1C (stereo not given) | -3% | 1 | 1.2 | 1% | 3% | 5% | 3% | -8% | 25%
CN1C(=S)SC(C)(NO)C1(C)C (stereo not given) | ? | nt | -0.3 | 3% | -7% | -8% | 4% | 7% | 15%
COc1ccc2oc(C(=O)Nc3ccc(S(=O)(=O)N(C)C4CCN(C)CC4)cc3)c(C)c2c1 | -4% | 8 | -4.0 | 1% | 26% | 5% | 1% | 6% | 3%
CN(C)S(=O)(=O)c1ccc(C(=O)OCC(=O)NC(=O)NC2CCCC2)cc1 | -14% | 4 | 0.1 | 0% | -6% | -9% | -1% | -26% | -13%
CCC(=O)Nc1cc(OC)c(NC(=O)c2ccccc2)cc1OC | -4% | -27 | 1.1 | -9% | -18% | -15% | 0% | -6% | 20%

3 entries already listed, ordered by their value in EPAC1 agonist, high to low.
Molecule | PLK1 PBD inh | PI5P4Ka inh | IL2 activator | WRN inhibitor | EPAC1 agonist | EPAC1 antag
O=c1cnnc(Nc2ccccc2F)[nH]1 | -11% | 1 | -0.6 | 5% | 12% | 0%
COc1ccc(/C=N/NC(=O)c2cccnc2)cc1CN1CCc2cc(OC)c(OC)cc2C1C (stereo not given) | -3% | 1 | 1.2 | 3% | 3% | -8%
O=Cc1ccccc1Oc1ccccc1 | -7% | 2 | 0.7 | 2% | 0% | 8%

The list goes on.
SMILES | PLK1 PBD inh | PI5P4Ka inh | IL2 activator | aSyn rescue | WRN inhibitor | Abeta rescue | EPAC1 agonist | EPAC1 antag | FUS suppressor
O=C(NC1CCCC1)C(=O)N(Cc1cccnc1)C(C(=O)NC1CCCC1)c1ccco1 (stereo not given) | 3% | -5 | -0.5 | 0% | 2% | 12% | -9% | 11% | 19%
Cc1ccc(S(=O)(=O)N2CCC(C(=O)OCC(=O)N(C)c3ccccc3)CC2)cc1C | 4% | -4 | -0.2 | 6% | -1% | 17% | 5% | 3% | 6%
O=C(CNC(=O)c1ccncc1)N/N=C/c1ccc(O)cc1O | 4% | -5 | -0.5 | -2% | -1% | -2% | 4% | 17% | 3%
C=C(Br)Cn1c(CC(C)C)nc2ccccc21 | 2% | 0 | -1.8 | 1% | -10% | 3% | 8% | 1% | -11%
CCOc1ccc(-c2cn(-c3cccc(SC)c3)c(=O)[nH]2)cc1 | -7% | 0 | 2.5 | 4% | ? | 27% | 9% | -5% | 9%
NC(CSC1(c2cccc3ccccc23)c2ccccc2-c2ccccc21)C(=O)O (stereo not given) | -18% | -14 | -4.1 | 0% | ? | 8% | 8% | -21% | nt
COc1ccc2cc3cc(C(=O)NC(C)C)oc3nc2c1 | 0% | nt | -1.2 | 6% | -5% | -9% | 7% | 7% | 24%
COc1cc([C@H]2[C@@H]3CCCC[C@]3(O)CCN2CC(=O)Nc2ccc(C)cc2C)ccc1O | -1% | 3 | -1.0 | 2% | 1% | 0% | 1% | -11% | -2%
CCCC(=O)NCc1cc(-c2nn(C)c(=O)c3ccccc23)ccc1OC | -16% | 2 | -0.9 | 1% | -7% | -4% | -5% | -8% | 16%
COCc1cc(=O)n2c(-c3ccc(C)cc3)n[nH]c2n1 | -16% | ? | -1.9 | -6% | -16% | 1% | -1% | -8% | 8%
